Compound activity: PubChem, several laboratories
bCat KO growth – beta-catenin-lacking colon tumor cell growth suppression; HCT116 beta-catenin knockout viability, CellTiter-Glo, 60 h; active compounds read low; viability, % at 10 µM; 1.5% of 140,000 active; AID 818;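 active = viability at or under a set limit, the compound median less 4 SD, cut at about 6% in these data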;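 note: 0% = Hyamine 1622 control at 20 µM and 100% = untreated cell control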
MRP1 act – activators of MRP-1; 0.61% of 140,000 active; viability increase, % at 10 µM; H69AR cells + doxorubicin, viability rescue, CellTiter-Glo; AID 799;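 active = viability gain under doxorubicin at or above a set limit, the compound median plus 3 SD, cut at about 4.7% in these data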;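 note: MRP-1 overexpressing cells given doxorubicin 25 µM after compound pretreatment; 18-22 h compound pretreatment then 72 h with doxorubicin before readout; 0% = doxorubicin-only wells and 100% = vehicle-treated cells without doxorubicin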
Yeast growth inh – reduces growth of yeast BB579 in restrictive medium; inhibition, % at 10 µM; 0.51% of 140,000 active; AID 804; S. cerevisiae BB579 growth, OD615, 48 h;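 active = inhibition above a set limit, 3 SD over the mean compound inhibition, cut at about 44% in these data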; note: inactives centre near -24
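test system = yeast BB579 (DeaD) | buffer or medium = restrictive CSMM-D medium | doses = single compound dose of 10 µM, 0.25% DMSO final | times = 4 h preincubation and 48 h exposure at 30 °C | technique = culture absorbance at 615 nm | benchmarks = amphotericin B 10 µg/mL, positive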
HCT116 PTEN-null – suppresses growth of cells with PTEN deletion; viability, % at 10 µM; 1.2% of 140,000 active; HCT116 PTEN-null viability, CellTiter-Glo, 60 h; active compounds read low;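 active = viability at or below a set limit, 4 SD under the median of all tested compounds, cut at about 3.7% in these data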;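 note: PTEN knockout HCT116 line with beta catenin targeted HCT116 as companion control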
Yeast life ext – extends the lifespan of yeast; 0.68% of 130,000 active; S. cerevisiae growth with nicotinamide, OD615; deaD strain in restrictive glucose medium; AID 775; inhibition of the nicotinamide effect, % at 10 µM;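 active = inhibition above a set limit, placed 3 SD over the median of all compounds, cut at about 26% in these data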;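 note: 0% = nicotinamide-treated wells and 100% = cells grown without nicotinamide; some compounds called inactive have numbers as strong as hits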
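Test system: DeaD-strain S. cerevisiae / Buffer or medium: restrictive glucose medium / Also added: nicotinamide 1.5 mM / Doses: one concentration, 10 µM, DMSO 0.25% / Schedule: 48 h at 30 °C / Signal: OD615 measurement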
Phagocytosis inh – inhibitors of macrophage phagocytosis. J774A.1 macrophage IgG-bead phagocytosis, imaging. inhibition, % at 5 µM. 0.07% of 110,000 active. AID 1029;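 active = inhibition above the mean of the plate negative controls plus 5 SD, cut at about 13% in these data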;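 note: phagocytic index as fraction of beads internalized from green versus red external bead signal; plate controls were DMSO negative control for no effect and cytochalasin-D positive control for full effect; some results beyond the cut were filed as inactive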
E-sel TNF inh – blocks E-selectin expression induced by TNF alpha | HUVEC TNFa-induced E-selectin immunofluorescence, high content | inhibition, % at 2 µM | 0.71% of 120,000 active | AID 1246;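 active = inhibition above the batch mean plus 3 SD, and confirmed as a hit on visual image review, cut at about 43% in these data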;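 note: 0% = TNF-stimulated DMSO wells and 100% = unstimulated control wells; not every result past the cut was called active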
Measles CPE – protection of cells from measles virus; Measles virus-infected cells, CPE protection, absorbance; protection (pct of control), % at 4 µM; 1.5% of 140,000 active; AID 841; in the data active = protection mostly above about 24%, no sharp cut-off; inactive = mostly below about 26%; note: some compounds called inactive have numbers as strong as hits
GALR2 antag – GALR2 (human) receptor antagonism. O43603. GALR2-expressing cells, antagonist mode. inhibition, % at 4 µM. 0.39% of 140,000 active; in the data active = inhibition above about 27%;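 note: cells stimulated with galanin 1-16 at roughly its EC80; 0% = agonist challenge control and 100% = basal control without agonist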
Target sequence (O43603 whole entry, looked up): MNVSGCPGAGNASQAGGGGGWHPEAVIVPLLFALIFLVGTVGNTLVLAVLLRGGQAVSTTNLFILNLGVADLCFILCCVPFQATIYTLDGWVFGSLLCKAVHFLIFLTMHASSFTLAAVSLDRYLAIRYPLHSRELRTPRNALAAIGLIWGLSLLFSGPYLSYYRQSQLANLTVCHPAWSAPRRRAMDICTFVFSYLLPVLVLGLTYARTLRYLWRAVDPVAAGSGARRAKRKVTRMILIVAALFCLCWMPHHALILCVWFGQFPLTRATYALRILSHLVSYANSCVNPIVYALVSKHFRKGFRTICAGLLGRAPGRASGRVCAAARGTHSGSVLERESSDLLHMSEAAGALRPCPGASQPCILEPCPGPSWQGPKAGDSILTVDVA
NPY Y2 blocker – NPY-Y2 (human) receptor antagonism; NPY-Y2 expressing cells, antagonist mode; 0.99% of 140,000 active; inhibition, % at 2.7 µM; in the data active = inhibition above about 17%;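 note: 0% = vehicle with agonist challenge and 100% = reference antagonist with challenge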
Target sequence (P49146 whole entry, looked up): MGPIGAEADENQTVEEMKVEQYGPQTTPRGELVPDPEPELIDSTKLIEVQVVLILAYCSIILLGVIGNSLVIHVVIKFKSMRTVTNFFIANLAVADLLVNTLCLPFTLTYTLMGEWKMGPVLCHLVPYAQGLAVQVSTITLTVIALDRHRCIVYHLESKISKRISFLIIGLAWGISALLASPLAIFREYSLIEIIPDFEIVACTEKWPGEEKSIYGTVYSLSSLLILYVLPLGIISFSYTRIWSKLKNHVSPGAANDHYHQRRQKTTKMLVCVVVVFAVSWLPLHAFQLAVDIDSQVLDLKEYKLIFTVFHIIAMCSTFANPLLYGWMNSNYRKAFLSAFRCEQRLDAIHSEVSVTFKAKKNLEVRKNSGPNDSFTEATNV
Numbers without * were called inactive; · = no result given. This is a random part of the collection. Share with any hit: about 6.4%.

Values run as follows: bCat KO growth	MRP1 act	Yeast growth inh	HCT116 PTEN-null	Yeast life ext	Phagocytosis inh	E-sel TNF inh	Measles CPE	GALR2 antag	NPY Y2 blocker
> CC(C)C(=O)Nc1cccc(NC(=O)c2ccc(Cl)cc2Cl)c1
→ 97	-2.2	-10	100	-4	-3	·	10	6	1
> CC(C(=O)Nc1cccc(Br)c1)c1ccc([N+](=O)[O-])cc1 (configuration not stated)
→ 72	-3.0	-30	58	-3	2	·	10	4	-4
> CCOC(=O)CNC(=O)CSc1ncnc2c1cnn2-c1ccc(OC)cc1
→ 95	-1.0	-27	100	-8	0	-1	1	13	-1
> COc1ccccc1/C=C/C1=NC(=C\N(C)C)/C(=O)O1
→ 100	0.7	-25	114	-14	-1	6	3	-1	-1
> COc1cccc(OCC(O)CN(CCO)Cc2ccccc2)c1 (configuration not stated)
→ 98	-1.4	-13	97	-2	-3	7	32*	-12	2
> COc1ccc(OC)c(C(=O)COC(=O)c2c(OC)cccc2OC)c1
→ 107	0.2	-30	108	-11	0	-22	23	8	3
> CC(=O)Nc1ccc(Nc2ncnc3c2cnn3-c2cccc(C)c2)cc1
→ 88	-0.3	-62	91	-9	-1	-11	2	3	-2
> O=C(Cn1nnc2ccccc2c1=O)N1CCCc2ccccc21
→ 108	-3.5	-47	90	7	0	-30	8	5	2
> COC(=O)[C@@]1(Cc2ccc(F)cc2)[C@H]2c3cc(C(=O)N4CCCC4)n(CCc4ccc(O)c(O)c4)c3C[C@H]2CN1C(=O)c1ccccc1
→ 10	-4.3	-34	21	1	·	-1	5	-6	-3
> CSc1nc(NC(C)C)nc(N2CCOCC2)n1
→ 88	-1.8	-37	87	-16	0	2	2	4	3
> COc1cc(C(=O)Nc2nc3ccccc3[nH]2)cc(OC)c1OC
→ 92	-4.0	-40	84	-7	·	-17	13	5	5
> O=C(C1CCN(S(=O)(=O)c2cccs2)CC1)N1CCc2ccccc2C1
→ 87	-0.3	-33	83	-11	0	·	3	-8	2
> Nc1nc(NC(=O)/C=C/c2ccccc2)nn1-c1ccccc1
→ 97	-1.0	-11	97	3	0	·	4	17	0
> COc1ccccc1N1CCN(C(=O)c2cccc(N3C(=O)NC4CC3(C)Oc3ccccc34)c2)CC1 (configuration not stated)
→ 82	-5.0	-40	71	-5	-1	-2	5	-4	1
> COC(=O)c1[nH]c2cccc(OC)c2c1NC(=O)CCN1CC(C)CC(C)C1 (configuration not stated)
→ 91	-3.3	-34	98	-11	0	·	26	8	0
> O=S(=O)(Nc1nc2ccccc2nc1NCC1CCCO1)c1cccs1 (configuration not stated)
→ 106	-0.7	12	100	13	0	-3	6	5	0
> CN(C)C(=O)c1ccc2c(c1)n(C)c(=O)n2C
→ 93	-2.8	-23	99	·	·	18	10	1	1
> COc1ccc(-c2cnnc(N/N=C/c3ccc(O)c(OC)c3)n2)cc1
→ 34	-3.5	-26	34	3	-7	·	11	-6	0
> O=C1CC(SCc2nc3ccccc3[nH]2)C(=O)N1c1ccc(F)cc1 (configuration not stated)
→ 92	-2.2	-10	96	-14	7	4	4	14	0
> CC(C)n1nnnc1SCC(=O)NCc1cccs1
→ 103	0.0	-33	109	-17	0	7	7	-1	0
> COc1ccc(NC(=O)c2cccc(C#N)c2)cc1NS(=O)(=O)c1ccc(F)cc1
→ 94	-1.2	-43	97	-1	-2	·	8	9	1
> c1ccc2c3c([nH]c2c1)-c1[nH]ncc1CC3
→ 74	-1.9	-12	85	-13	1	16	25	-4	-1
> CCOC(=O)C1CCN(C(=O)COc2ccc(Cl)cc2Cl)CC1
→ 85	-1.2	-26	84	-3	-1	13	1	-10	5
> CC12CCC(C(=O)N(CSC(=S)N/N=C\c3ccccc3)C1=O)C2(C)C (configuration not stated)
→ 102	4.8*	-43	98	·	·	-9	5	-3	-2
> O=C(Cn1ncc2c(=O)oc3ccccc3c21)NCC1CCCO1 (configuration not stated)
→ 105	-1.0	-4	101	-7	0	·	5	22	2
> CC(=O)c1cc(-c2ccccc2)n(CCC(=O)NCc2cccs2)c1C
→ 73	-2.1	-24	71	-4	0	-12	4	3	-1
> Cc1nnsc1C(=O)NC1CCCCC1
→ 102	-1.5	-16	102	-10	4	5	4	11	8
> N#Cc1ccc(-c2ccc(Cl)cc2)nc1SCC(=O)c1cccc(Cl)c1
→ 70	-5.0	-3	45	-2	·	-77	4	11	1
> COc1ccc(-c2nnc(SCC(=O)N3CCCCC3)o2)c(OC)c1
→ 95	-3.2	-35	95	-9	-1	-8	11	5	2
> COc1ccc(-c2cc(N)n(CCC#N)n2)c(OC)c1
→ 86	-0.7	3	95	-6	-1	·	20	8	0
> C=CCn1c(CCC(=O)O)ccc1-c1ccc(OC)cc1
→ 89	-4.3	-8	101	2	-1	-25	24	-3	2
> COc1ccc(OC)c(C2C(C(=O)Nc3cccnc3)=C(C)NC3=C2C(=O)CCC3)c1 (configuration not stated)
→ 102	-1.8	-12	96	-17	0	-3	18	6	5
> CS(=O)(=O)c1ccc(Cl)c(C(=O)O)c1
→ 84	-0.2	-19	95	-10	-1	·	16	2	7
> Cc1ccccc1Nc1nc(N)nc(COC(=O)C2CCCCC2)n1
→ 82	-1.8	-44	91	0	-3	·	30	-19	4
> O=C(/C=C/Nc1ccc(F)cc1F)c1cccs1
→ 63	-4.2	-6	65	-11	-5	-26	16	19	2
> O=C(NCCN1CCOCC1)c1cc(-c2ccco2)on1
→ 73	-5.5	10	79	-4	·	-11	4	14	6
> C=CCOC(=O)CCC(=O)Nc1cccc2ccccc12
→ 88	-1.6	-34	87	-9	0	-24	17	12	1
> Cn1c(N)c(C(=O)COC(=O)c2cccc(S(=O)(=O)N3CCCCC3)c2)c(=O)n(C)c1=O
→ 89	-0.1	-7	105	0	-7	·	8	8	0
> Cc1ccc(C)c(NC(=O)Cn2c([N+](=O)[O-])cnc2C)c1
→ 79	-1.4	-33	86	-2	·	18	5	-7	-2
> Brc1ccc(-c2nn3c(-c4ccco4)nnc3s2)o1
→ 96	0.2	-10	86	-19	2	-23	4	-2	2
> O=C(c1cccnc1)N1C2CCC1CC(O)(c1ccc(F)cc1)C2 (configuration not stated)
→ 105	-0.8	-56	107	2	-3	-4	5	-1	4
> CCCCOC(=O)c1nc(Cl)c(Cl)c(N)c1Cl
→ 92	-2.5	-33	87	-8	·	-31	6	-2	3
> CCN(CC)c1ccc2cc(S(=O)(=O)c3ccc(Cl)cc3)c(=O)oc2c1
→ 78	-1.6	-35	72	5	·	-8	5	-15	6
> COC(=O)[C@@]1(Cc2ccc(OC)cc2)[C@H]2c3cc(C(=O)N4CCCC4)n(CCn4cc([N+](=O)[O-])nc4C)c3C[C@H]2CN1C(=O)c1ccccc1
→ 94	-2.6	-37	95	6	·	·	6	5	1
> O=C1C2CCCN2C(c2ccccc2F)N1c1cccc(Cl)c1 (configuration not stated)
→ 85	1.2	-10	105	-5	0	·	13	9	0
> Cc1ccc(N2C=Nc3ccc(C)c4nc(C)cc2c34)cc1
→ 78	-3.2	6	79	-4	1	-19	6	3	3
> Cc1nn(C)cc1CNC(=O)Nc1ccc(Br)cc1Cl
→ 93	-0.5	-39	91	33	3	5	11	1	0
> COc1ccccc1C(=O)Nc1ccc(S(=O)(=O)N2CCOCC2)cc1
→ 100	0.2	-30	98	-16	0	-4	7	-8	2
> Cc1ccc(NC(=O)C(=O)NCc2ccc(/C=N/NC(=O)c3c(C)nc4ccccn34)o2)cc1
→ 89	2.4	-48	88	8	-6	·	19	-2	0
> Cc1sc(NC(=O)c2cc(-c3ccc(Cl)cc3)nc3ccccc23)c(C(N)=O)c1C
→ 3.9*	-5.7	-29	1.0*	-22	3	6	2	-5	-1

The results go on.
Values run as follows: bCat KO growth	MRP1 act	Yeast growth inh	HCT116 PTEN-null	Yeast life ext	Phagocytosis inh	E-sel TNF inh	Measles CPE	GALR2 antag	NPY Y2 blocker
> CCCCNC(=O)Cc1ccc(C)cc1
→ 90	-1.2	-20	90	-1	-9	·	5	2	1
> Cc1ccc(-n2nc(C)c3c2OC(N)=C(C#N)C3c2ccco2)cc1 (configuration not stated)
→ 97	-2.8	-58	81	28	·	6	3	3	0
> O=C(Cc1ccc(-n2c(=O)c3ccccc3n(Cc3ccc(F)cc3)c2=O)cc1)NCC1CCCO1 (configuration not stated)
→ 86	1.1	-22	92	0	-12	·	5	-12	-1
> COCCN(C(=O)CSc1nncn1-c1ccccc1)c1c(N)n(Cc2ccccc2)c(=O)[nH]c1=O
→ 96	-1.4	-43	100	1	9	-42	4	14	4
> CCCN(CCC)C(=O)NC1CC(=O)N(c2ccc(OC)cc2)C1 (configuration not stated)
→ 95	-1.1	4	91	-8	-9	·	10	8	3
> O=C(NC1CCCC1)C(c1ccc(F)cc1)N(Cc1ccc(Cl)cc1)C(=O)CCl (configuration not stated)
→ 80	-4.9	-21	91	-3	-7	21	1	6	0
> Cc1ccc(-c2cccc(C(=O)NCCc3ccccc3)n2)c2ccccc12
→ 23	-1.6	-39	39	0	·	·	5	9	16
> COc1ccc(CNC(=O)C(NS(=O)(=O)c2ccc3c(c2)CCCN3C(C)=O)C(C)C)cc1 (configuration not stated)
→ 95	-2.1	-15	95	-3	0	-23	9	8	0
> CN(C)S(=O)(=O)N1CCN(CC(O)COc2ccc(C(=O)c3ccccc3)cc2)CC1 (configuration not stated)
→ 75	-1.6	15	72	-6	5	-4	6	10	1
> COc1ccc(-n2nnnc2SCC(=O)c2cc3ccccc3o2)cc1
→ 88	-1.9	-42	99	-16	0	22	3	-4	5
> COc1ccc(C(=O)N2CCN(S(=O)(=O)c3ccccc3)CC2)c(OC)c1
→ 89	-0.9	-33	103	-9	9	0	14	-2	3
> CC(C)C(c1nnnn1CCc1ccccc1)N1CCOCC1 (configuration not stated)
→ 105	-0.1	-14	103	-6	-4	11	13	3	-3
> Cn1c(=O)c([N+](=O)[O-])c(NCc2ccccc2)c2ccccc21
→ 85	-2.6	-35	90	14	-1	-10	7	-2	2
> N/C(=N\OC(=O)c1cc(Cl)ccc1Cl)c1cccnc1
→ 87	-2.1	-70	89	-11	-2	-34	20	-7	0
> Cc1ccc(Nc2n[nH]c(C)c2[N+](=O)[O-])cc1C
→ 98	-0.7	-36	98	-7	-6	·	6	-5	1
> CC(C)(C)c1ccc(C(=O)Nc2nonc2-c2nc3ccccc3[nH]2)cc1
→ 76	1.5	-47	56	-8	-1	-18	14	-6	-2
> COc1cc(/C=N/NC(=O)c2cnn3c(C)cc(-c4ccccc4)nc23)ccc1O
→ 77	-1.1	-37	83	-10	-2	-2	11	-10	2
> O=C(OC1CCS(=O)(=O)c2sccc21)c1ccccc1 (configuration not stated)
→ 92	-0.9	-24	91	-3	-5	-12	25	1	1
> S=c1[nH]ncc2ccccc12
→ 83	-2.1	-13	91	-8	0	·	16	-13	2
> CCCn1nnc(NC(=O)c2cc(Br)ccc2OC)n1
→ 76	-3.0	-12	81	-16	-6	-48	4	5	0
> CCN(CC1COc2ccccc2O1)C(=S)Nc1ccc(F)cc1 (configuration not stated)
→ 86	2.1	-21	84	-7	-2	·	6	-1	-2
